ELG1 repair inh: qHTS screen for small molecules that inhibit ELG1-dependent DNA repair in human embryonic kidney (HEK293T) cells expressing luciferase-tagged ELG1. HEK293T ELG1-luciferase reporter, luminescence, 16 h; DNA damage induced by 5-fluorouridine. 2.3% of 330,000 active. AID 504467, 2011. Potency, µM (series often up to 46.1 µM), for inactives: top-dose activity change, negative = inhibition, most hits filed as inhibitors; further: potency means the concentration at half of the fitted maximal effect; on the % scale 0 is the no-effect control and ±100 the full control effect; nearly all actives have a fitted effect of over 55% in size
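5-Fluorouridine DNA damage + compound/DMSO, 2,000 cells/well, 16 h, 37 °C/5% CO2. ONE-Glo, 30 min RT, luminescence. Readout = decrease in reporter signal.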
B2AR arrestin: qHTS assay of beta-arrestin-biased ligands of beta2-adrenergic receptor | AID 492947, 2010 | Beta-2 adrenergic receptor (Homo sapiens), P07550 | 0.02% of 330,000 active | beta-arrestin recruitment to beta2AR, cell-based reporter | Potency, µM (top dose mostly 46.1 µM), without a hit: at the highest dose activation, actives largely listed as activators;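 further: potency means the concentration at half of the fitted maximal effect; 0% = DMSO controls and full agonism = EC100 isoproterenol or metaproterenol; nearly all actives have a fitted effect of over 65% in size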
Target sequence (P07550 whole entry, looked up): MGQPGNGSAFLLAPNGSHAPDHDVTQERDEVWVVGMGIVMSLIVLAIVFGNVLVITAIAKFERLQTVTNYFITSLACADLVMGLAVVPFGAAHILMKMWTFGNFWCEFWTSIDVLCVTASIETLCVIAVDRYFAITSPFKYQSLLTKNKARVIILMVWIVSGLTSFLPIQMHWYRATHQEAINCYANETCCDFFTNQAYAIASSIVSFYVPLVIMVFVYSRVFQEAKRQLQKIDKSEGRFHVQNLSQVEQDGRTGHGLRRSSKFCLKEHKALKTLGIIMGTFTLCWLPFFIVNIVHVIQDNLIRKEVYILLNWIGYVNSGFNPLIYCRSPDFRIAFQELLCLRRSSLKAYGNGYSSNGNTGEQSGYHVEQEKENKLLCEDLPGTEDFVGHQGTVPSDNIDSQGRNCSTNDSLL
AT treatment: qHTS Assay for Identifying a Potential Treatment of Ataxia-Telangiectasia | AID 485349, 2010 | 0.19% of 320,000 active | Potency, µM (series often up to 57.5 µM), without a hit: at the top dose activation, actives largely listed as activators | […] A-T fibroblasts, KAP-1 phosphorylation AlphaLISA; neocarzinostatin DNA damage 30 min before lysis; further: potency means the concentration at half of the fitted maximal effect; % of control where 0% means no effect; nearly all actives have a fitted effect of over 45% in size
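ATM-like activity read as KAP-1 phosphorylation via AlphaLISA donor/acceptor antibody pairs after lysis and 6 hr at 25C. Cells were ATM-null patient fibroblasts ([…], hTERT), dosed 60 min, then exposed to the DSB inducer NCS for 30 min.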
TCR activator: Activators of T cell receptors: qHTS campaign; 330,000 tested, under 10 active; primary human leukocytes, anti-CD3, IL-2 HTRF, 48 h; Potency, µM (doses to about 9.22 µM), without a hit: at the top dose activation of IL-2 secretion, hits mostly activators; further: % of control where 0% means no effect
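IL-2 release read by HTRF sandwich (Eu cryptate donor, d2 acceptor, 665 nm emission) after 48 hr exposure of primary human leukocytes to compound together with anti-CD3 beads in the absence of co-stimulatory signals.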
a7 integrin act: qHTS for Activators of Integrin-Mediated Alleviation for Muscular Dystrophy | AID 624291, 2012 | 0.064% of 350,000 active | Potency, µM (series often up to 38.3 µM), inactives show top-dose activation, most hits filed as activators | alpha7betagal myoblasts, beta-gal FDG fluorescence, 48 h;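 further: potency means the concentration at half of the fitted maximal effect; 100% = response of the positive control SU9516; nearly all actives have a fitted effect of over 60% in size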
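alpha7betagal+/- myoblasts (passage 13, 250/well) treated 48 h at 37C with compounds at 1:260 dilution of DMSO stock. Lysed, then beta-galactosidase activity read as FDG fluorescence (ex 480/em 540) after 30 min, with pre-read for autofluorescence.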
p53 reactivator: qHTS assay for re-activators of p53 using a Luc reporter. H1299 p53-A138V BP100-luciferase reporter, luminescence, 24 h. 0.063% of 320,000 active. Potency, µM (titrated, usually from 92.2 µM), inactives show top-dose activity change, positive = activation, usual class: activators; further: potency means the concentration at half of the fitted maximal effect; % of control where 0% means no effect; nearly all actives have a fitted effect of over 45% in size
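H1299 (p53-null), stable ts p53-A138V + BP100-Luc; 1000 cells/well, Opti-MEM/10% FBS; cpd 4 pt, 1:5; 24 h, 37 deg C, 5% CO2; detection reagent 10 min RT; luminescence.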
MLL CXXC-DNA inh: qHTS Fluorescence Polarization Assay for Inhibitors of MLL CXXC domain - DNA interaction. Histone-lysine N-methyltransferase 2A (Homo sapiens), Q03164. MLL-CXXC / FITC-HOXA9 DNA fluorescence polarization. Potency, µM (doses to about 115 µM), inactives show at the top dose activity change, negative = inhibition, usual class: inhibitors. 0.037% of 290,000 active; active means well fitted inhibition curve with a large enough effect in the polarisation, with a control signal flat, not every such curve was filed as active; inconclusive means small, poorly fitted or top-dose-only effect, or effect the other way, or a change in a side signal; inactive means no such curve, though single readings can be large or run the other way; the % refers to the polarisation; further: potency means the concentration at half of the fitted maximal effect
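Fluorescence polarization: 7 uM MLL-CXXC (stock) preincubated 5 min with compounds, then 50 nM fluorescein-HOX-A9 DNA (stock) added; 30 min ambient. Buffer 50 mM Tris-HCl pH 7.5, 50 mM NaCl, 1 mM DTT, 0.05% BSA.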
BRCA1 expr up: qHTS Assay to Identify Small Molecule Activators of BRCA1 Expression. MCF7-BRCA1-FFLuc reporter, luminescence, 48 h; response scale: scaled: vehicle 0%, 10 µM genistein 100%. Potency, µM (highest dose often 46.1 µM), inactives show at the top dose activation, hits mostly activators. 1.1% of 380,000 active; further: potency means the concentration at half of the fitted maximal effect; nearly all actives have a fitted effect of over 80% in size; some results filed as inactive show a strong effect at the top dose
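Reporter cells (MCF7, BRCA1 promoter-firefly luciferase) received library compounds across a concentration series for 48 h. End-point luminescence was measured and concentration-effect curves derived after normalization.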
TRPV1 agonist: HTS Assay for Compounds that Act as Agonists of the Vanilloid Receptor 1. Transient receptor potential cation channel subfamily V member 1 (Homo sapiens), Q8NER1. TRPV1-expressing cells, Fluo-8 calcium influx, agonist mode. activation, % at 8.33 µM. 0.19% of 320,000 active; in the data active means activation above about 80%; inconclusive means between about 30% and that limit; further: 0% is about no effect
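TRPV1-expressing cells were cultured overnight at 35.5C and loaded with Fluo-8 calcium dye for 40 to 90 min at room temperature. After a 10 s baseline, compound was added and calcium influx was read kinetically for 3 min (ex 480/em 520 nm).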
TSG101-PTAP inh: qHTS Assay for Iinhibitors of HIV-1 Budding by Blocking the Interaction of PTAP/TSG101; Fluorescence polarization, FITC-PTAP peptide / Tsg101 binding; Potency, µM (series often up to 115 µM), for the others: top-dose activity change, negative = inhibition, most hits filed as inhibitors; 340,000 tested, under 10 active; AID 493005, 2010; active means well fitted inhibition curve with a large enough effect in the main read-out, with a control signal flat, not every such curve was filed as active; inconclusive means small, poorly fitted or top-dose-only effect, or effect the other way, or a change in a side signal; inactive means no such curve, though single readings can be large or run the other way; further: potency means the concentration at half of the fitted maximal effect; % of control where 0% means no effect
Target sequence (Q99816 whole entry, looked up): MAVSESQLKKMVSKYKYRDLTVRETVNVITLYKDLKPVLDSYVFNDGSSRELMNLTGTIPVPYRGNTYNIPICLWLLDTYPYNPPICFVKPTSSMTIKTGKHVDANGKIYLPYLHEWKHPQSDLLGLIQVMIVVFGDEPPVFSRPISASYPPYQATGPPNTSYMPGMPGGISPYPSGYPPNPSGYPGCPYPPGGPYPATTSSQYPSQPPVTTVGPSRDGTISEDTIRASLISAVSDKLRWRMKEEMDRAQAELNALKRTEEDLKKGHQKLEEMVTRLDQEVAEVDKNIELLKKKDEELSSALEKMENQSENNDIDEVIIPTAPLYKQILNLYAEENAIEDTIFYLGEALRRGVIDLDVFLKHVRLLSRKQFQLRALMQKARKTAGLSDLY
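Tsg101 binding domain (10 uM final) was mixed with compound and a FITC-labeled PTAP peptide (50 nM final) in HEPES pH 7.5 buffer with NaCl, Tween 20, EDTA and TCEP; fluorescence polarization was read after 20 min at r.t.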
Numbers without * were called inactive; ? = inconclusive; · = no result given; & = joins results of further samples; [ ] = dose if it differs, or a comment. Unless noted, the call rests on the fitted dose curve; in most records, active means well fitted curve in the direction sought with a large enough effect; inconclusive means small, poorly fitted or top-dose-only effect, or another doubt; inactive means no such curve, though single readings can be large; an effect the other way counts as inactive or inconclusive. An unsorted share of the library. Share with any hit: about 3.8%.

SMILES | ELG1 repair inh | B2AR arrestin | AT treatment | TCR activator | a7 integrin act | p53 reactivator | MLL CXXC-DNA inh | BRCA1 expr up | TRPV1 agonist | TSG101-PTAP inh
C#CCOCCOCCOCCNc1nc(N2CCN(C(=O)[C@H](Cc3ccc(O)cc3)n3cc([C@@H](N)C(C)CC)nn3)CC2)nc(N2CCN(C(=O)[C@H](CCCCN)n3cc([C@@H](N)CC(C)C)nn3)CC2)n1 (some centres not stated) | -2% | 0.0% | 2% | · | · | 4% | -11% | · | -2 | ·
Cc1cccc(-n2c(Cc3cc(=O)[nH]c(=O)[nH]3)nnc2SCC(=O)N2CCCCC2)c1 | -2% | 0.0% | 9% | 5% | -3% | -3% | 0% | -1% | · | -2%
CCCCN(C(=O)c1cccc(-n2cnnn2)c1)c1c(N)n(CC(C)C)c(=O)[nH]c1=O | 6% | -0.1% | 7% | -2% | 30% | -2% | · | -4% | 1 | 1%
CCNC(=S)NC1CC2CCCC(C1)N2Cc1ccco1 (configuration not stated) | -5% | 0.0% | -9% | -19% | -20% | 1% | -8% | 19% | -4 | -6%
O=S(=O)(Nc1nc2ccccc2nc1NCCN1CCOCC1)c1cccc(Cl)c1 | 0% | 0.2% | 4% | -5% | 5% | -6% | 0% | -30% | 1 | -1%
Cn1c(CS/C(N)=N/N=C/c2ccccc2)c(Br)c(=O)n1-c1ccccc1 | 20% | 0.0% | -4% | 10%[46.1 µM] | 1% | 16% | -13% | 2% | 24 | 0%
O=C(NN1C(=O)c2ccccc2NC1c1ccccn1)c1ccc(Br)cc1 (configuration not stated) | 25% | -0.4% | -3% | · | 14% | -7% | -1% | 37% | 3 | -6%
CNC(=O)c1ccsc1NC(=O)CS(=O)(=O)c1ccccc1 | 2% | 4.3% | -6% | -6% | -14% | 4% | · | -4% | -1 | 0%
CC(=O)Nc1ccc(S(=O)(=O)Nc2nccs2)cc1 | ? | 0.0% | -29% | 0% | 15% | 7% | 9% | 17% | 0 | -3%
O=C(Nc1cnn(Cc2ccc(F)cc2)c1)c1cnn2c(C(F)F)cc(-c3ccccc3)nc12 | 2.3µM* | -0.2% | -7% | 2% | ? | -2% | 0% | -52%&57% | 14&15 | -5%
Cc1cc(C)c(C(=O)OCc2csc(CC(=O)Nc3ccccc3C)n2)c(C)c1 | ? | -0.3% | -2% | -3% | 2% | · | -2% | -5% | 25 | 1%
O=C(Nc1ccc(F)cc1)C1CCCN(c2cnccn2)C1 (configuration not stated) | 16% | 0.3% | -12% | -3% | ? | -4% | 48%[activator] | -6% | 22 | 1%
COc1ccc(CCNC(=O)CSc2nc(C)cc(C)n2)cc1OC | -2% | -0.1% | 2% | 0% | 27% | -8% | 22% | 14% | -1 | -5%
CCOC(=O)C1CCN(C(=O)CN2C(=O)NC3(CCCCC3)C2=O)CC1 | 23% | -0.1% | 5% | -6% | 3% | -8% | · | -2% | -1 | 0%
C/C(=N/N=C/c1ccc(N(C)C)cc1)c1ccccc1 | ? | 0.0% | 0% | 0%[46.1 µM] | 23% | · | ? | ? | -2 | -2%
Cc1ccc(S(=O)(=O)NCC(=O)NCC(=O)OCC(=O)NC(=O)NC(C)(C)C)cc1C | 5% | 0.2% | 5% | -3% | -15% | -1% | 5% | 16% | 1 | -3%
CCn1c(O)c(/C=C2\C=Nc3ccccc32)sc1=Nc1ccccc1 | ? | 2.0% | -6% | -1% | -31% | 9% | 29% | 20% | -2 | -3%
CCCn1nnnc1-c1ccc(Cl)cc1 | -19% | -0.2% | · | -19% | -8%[7.66 µM] | 23% | 13% | 1% | 3 | -7%
O=C(CSc1n[nH]c(-c2cccnc2)n1)Nc1ccnc2ccccc12 | ? | -0.4% | 4% | -3% | 20% | -5% | 3% | -28% | -1 | -8%
CC1CC(C)CN(S(=O)(=O)c2ccc(NC(=O)C3CC(=O)N(Cc4ccccc4)C3)cc2)C1 (configuration not stated) | -16% | 0.4% | 3% | -3% | -13% | -1% | -9% | -46% | ? | -4%
CN1CCC(N(C)C(=O)/C=C/c2cn(-c3ccccc3)nc2-c2cccs2)CC1 | 8% | 0.1% | -2% | -1% | ? | 1% | 7% | -85%[inhibitor] | 5 | -3%
COCCn1c(SCC(=O)Nc2ccc(C(C)=O)cc2)nc2c([nH]c3ccccc32)c1=O | -9% | 0.3% | 4% | · | -7% | 1% | -8% | -50% | 1 | -4%
C[C@H](CO)N1C[C@H](C)[C@@H](CN(C)Cc2ccc(C(=O)Nc3ccccc3N)cc2)Oc2c(NC(=O)C3CCCCC3)cccc2C1=O | ? | -0.1% | 3% | 0% | 0% | -1% | · | -5% | · | 1%
CC(=O)c1cccc(NC(=O)N2CCCC(C(=O)c3cc(F)ccc3F)C2)c1 (configuration not stated) | 4% | -0.4% | 3% | 2% | ? | 2% | 1% | -14% | 2 | -5%
CC(=O)O/N=C(/C)c1ncc(C(F)(F)F)cc1N1CCOCC1 | -2% | 0.0% | 1% | -12% | 16% | -2% | 6% | 37% | 0 | -5%
COCCn1c(SCC(=O)NC2CCCC2)nnc1C(C)C | 5% | 0.0% | -1% | 0% | 0% | 1% | 7% | 1% | 2 | -2%
O=C(CCN1C(=O)/C(=C/c2ccccc2)SC1=S)NCCc1ccc(O)cc1 | -11% | -0.1% | 6% | 10% | -44% | -17% | -10% | -59% | 5 | 0%
CCN1CCN(c2cc(C)c3cc(NC(=S)NCc4cccs4)ccc3n2)CC1 | -13% | 0.1% | 4% | 4% | -49%[inhibitor] | 16% | 6% | -23% | 6 | -1%
CCCNC(=S)Nc1cccc(C(F)(F)F)c1 | -12% | -0.3% | 2% | 2%[46.1 µM] | -15% | 0% | 24% | 0% | ? | 0%
O=C(O)c1ccccc1C(=O)Nc1ccc(-n2ccc(C(F)(F)F)n2)cc1 | -3% | -0.2% | -1% | -4% | -2% | 2% | -2% | -4% | -2 | -5%
C1CCC(n2nnnc2CN2CCCC2)CC1 | 5% | 0.2% | 11% | -6% | 13%[7.66 µM] | 0% | 2% | 1% | 4 | -5%
O=C(CN(C(=O)CNS(=O)(=O)c1ccc(F)cc1)c1ccccc1F)NCc1ccco1 | -1% | -0.6% | -1% | 0% | -3% | 1% | 21% | -13% | 1 | 1%
CN(C(=O)CSc1nnc(-c2ccco2)n1N)C1CCCCC1 | 7% | -0.3% | 5% | · | 10% | -1% | 7% | 16% | -3 | 0%
O=c1c2cnn(-c3ccc(F)cc3)c2ncn1Cc1cccnc1 | -12% | 0.1% | 0% | -3% | -22% | 10% | 13% | -7% | ? | -5%
CSc1ccccc1NC(=S)N/N=C/c1cccn1Cc1ccc(F)cc1 | ? | -0.4% | 2% | -5% | 36% | -1% | 11% | -87%[inhibitor] | 2 | 2%
COc1ccccc1N1CCN(c2nc3ccccc3nc2C(C#N)C(=O)OC(C)C)CC1 (configuration not stated) | ? | -0.1% | -10% | 7% | -34%[inhibitor] | -6% | 13% | -24% | ? | -1%
CCc1ccc(-c2csc(-c3c[nH]c4ccccc34)n2)cc1 | ? | 0.0% | 12% | -4%[46.1 µM] | 2% | 20µM* | 4% | 4% | -1 | -1%
O=C1C2C(C(=O)N1/N=C/c1ccc(N3CCCCC3)o1)C1C=CC2C12CC2 (configuration not stated) | -1% | -0.8% | 0% | -2%[46.1 µM] | -3% | ? | 11% | 8% | 0 | -2%
Cc1cc(NC(=O)CSc2ccccn2)no1 | 17% | -0.3% | 3% | 9% | 11% | 1% | 3% | 26% | 0 | -6%
CCC(=O)N1CCc2cc(S(=O)(=O)NC(C(=O)NCc3ccccc3)C(C)C)ccc21 (configuration not stated) | 1% | 0.2% | 1% | -3% | 7% | 5% | -6% | 0% | -3 | -2%
Cn1c(=O)c2[nH]c(C3CCC3)nc2n(C)c1=O | · | · | · | 2% | ? | · | · | -9% | · | -2%
CCOC(=O)N1CCC(Nc2c(NCCCN(CC)CC)c(=O)c2=O)CC1 | 1% | -0.2% | 2% | 5% | -6% | -4% | 5% | -1% | 1 | -6%
